# GLP1R cytotox: cytotoxic in the GLP-1 receptor inverse agonist counter-screen; HEK293 cAMP-luciferase reporter cells, luminescence, 24 h; Potency, µM (doses to about 38.3 µM), for inactives: at the top dose activity change, negative = inhibition, actives largely listed as inhibitors; hit rate 0.13% among 410,000;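 note: loss of luciferase light is scored as toxicity; potency is the fitted concentration of half-maximal effect; % is set by controls: 0 for no effect and ±100 for the full control effect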
#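 Step one: seed cells (200 cells/uL, DMEM with 10% Nu serum, 1% pen-strep). Step two: 12-hour incubation at 37 deg C. Step three: pin 23 nL compound, incubate 24 hr. Step four: add luciferase reagent, read luminescence 12 min later.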
# FUS suppressor: FUS proteinopathy suppression in yeast | Potency, µM (titrated, usually from 76.6 µM), for inactives: at the highest dose growth rescue (activation), usual class: activators | hit rate 0.24% among 390,000 | AID 1347120 | S. cerevisiae FUS-expressing, growth rescue, OD600, 24 h;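 note: potency is the fitted concentration of half-maximal effect; plate controls were DMSO vehicle for no effect and reference control for full effect; nearly all actives have a fitted effect of over 55% in size; some results filed as inactive show a strong effect at the top dose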
#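 FUS-expressing yeast, raffinose-pregrown, induced in 2% galactose minimal medium at OD 0.005; compounds in a dilution series, 24hr at 30C. Growth restoration read as absorbance at 600 nm. CP55940 positive control, DMSO negative.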
# pAkt inh: Akt phosphorylation inhibition. hit rate 0.32% among 360,000. AID 651550. activity change, % for hits at 50 µM. Neuro2A IGF-stimulated pAkt S473 HTRF, 20 min; stronger effect = lower value; in the data active = activity change below about -80%; inconclusive = mostly about -51% to -80%; note: % is set by controls: 0 for no effect and ±100 for the full control effect
#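 Neuro2A cells in DMEM with 0.5% FBS, overnight at 37 deg C, given compound at single 50 µM final, then IGF (6 nM final) for 20 min at 37 deg C. Lysed; phospho-Akt Ser473 by HTRF after 24 h, 665/615 ratio.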
# Mm-Cpn inhibitor: M. maripaludis TRiC chaperonin inhibition; purified Mm-Cpn ATPase, ADP Transcreener TR-FRET; hit rate 0.031% among 330,000; Potency, µM (top dose mostly 76.9 µM), inactives show at the highest dose activity, negative = inhibition, actives largely listed as inhibitors; note: potency is the fitted concentration of half-maximal effect; % is set by controls: 0 for no effect and ±100 for the full control effect; nearly all actives have a fitted effect of over 80% in size
#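 Quantitative HTS used 25 nM Mm-CPN and 10 uM ATP in magnesium/KCl Tris buffer, pH 7.4, with 1 mM DTT. Hydrolysis ran 30 min at 37°C; ADP was read by HTRF.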
# TDP43 rescue: TDP-43 toxicity inhibition in yeast; AID 652104; hit rate 1.8% among 410,000; TDP-43 expressing yeast growth rescue, BacTiter-Glo, 24 h; Potency, µM (top dose mostly 46.1 µM), without a hit: at the top dose growth rescue (activation), most hits filed as activators; note: potency is the fitted concentration of half-maximal effect; % of control where 0% means no effect; nearly all actives have a fitted effect of over 50% in size
#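 Growth rescue of TDP-43-toxic yeast measured as ATP luminescence (BacTiter-Glo). Cells grown to mid-log in raffinose, induced in galactose at OD600=0.02, exposed to compound 24 hr at 30 deg C.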
# GLP1R inv ag: inverse agonists of human GLP-1 receptor; P43220; AID 624417; Potency, µM (top dose mostly 38.3 µM), without a hit: at the top dose activity change, negative = inhibition, actives largely listed as inhibitors; hit rate 1.6% among 410,000; HEK293 GLP-1R CRE-luciferase, luminescence, 24 h; GLP-1R form is constitutively active; note: potency is the fitted concentration of half-maximal effect; % is set by controls: 0 for no effect and ±100 for the full control effect; nearly all actives have a fitted effect of over 55% in size
# Target sequence (P43220 whole entry, looked up): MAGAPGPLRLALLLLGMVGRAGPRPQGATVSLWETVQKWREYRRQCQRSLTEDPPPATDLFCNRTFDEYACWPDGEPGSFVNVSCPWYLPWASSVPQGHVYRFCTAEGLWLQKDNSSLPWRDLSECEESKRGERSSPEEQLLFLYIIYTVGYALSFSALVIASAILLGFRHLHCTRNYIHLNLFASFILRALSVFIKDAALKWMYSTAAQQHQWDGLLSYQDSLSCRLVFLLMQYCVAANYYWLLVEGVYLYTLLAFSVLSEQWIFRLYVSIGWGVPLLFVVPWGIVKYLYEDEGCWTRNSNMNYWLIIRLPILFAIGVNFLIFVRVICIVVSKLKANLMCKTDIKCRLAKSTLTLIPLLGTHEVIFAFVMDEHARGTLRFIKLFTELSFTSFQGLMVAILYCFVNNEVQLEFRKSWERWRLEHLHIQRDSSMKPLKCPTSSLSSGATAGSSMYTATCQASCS
#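 HEK293 cells stably co-expressing constitutively active GLP-1R and a cAMP-responsive luciferase reporter were seeded in DMEM with 10% Nu serum, given compounds after 12 h, and incubated 24 h at 37 deg C. Luminescence was then read.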
# Abeta yeast res: restores growth of yeast expressing A-beta42 peptide. yeast expressing A-beta42, growth rescue, OD600, 48 h; response scale: 0% DMSO, 100% iron-clioquinol control. Potency, µM (top dose mostly 46.1 µM), without a hit: at the highest dose growth rescue, actives largely listed as activators. hit rate 0.063% among 410,000; note: potency is the fitted concentration of half-maximal effect; nearly all actives have a fitted effect of over 55% in size
#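 Yeast A-beta toxicity model in growth medium with pinned compounds, 48 h at 30 C; growth read as absorbance at 600 nm. Normalized to FeCl3/clioquinol equimolar mix (positive) and DMSO (negative).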
# aSyn yeast inh: rescues yeast growth from alpha-synuclein toxicity; Yeast expressing alpha-synuclein, growth rescue, BacTiter-Glo, 24 h; Potency, µM (titrated, usually from 46.1 µM), inactives show at the top dose growth rescue (activation), usual class: activators; hit rate 0.14% among 370,000; AID 652106; note: potency is the fitted concentration of half-maximal effect; % of control where 0% means no effect; nearly all actives have a fitted effect of over 65% in size
#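 Galactose-induced alpha-syn yeast (OD600=0.02, raffinose-pregrown) + pinned cpd, 24 hr, 30 deg C; growth by BacTiter-Glo luminescence. Growth restoration scores as activation.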
# PTHR1 agonist: agonists of human PTHR1 parathyroid hormone receptor; Q03431; HEK293 GP2 PTHR1 cells, GloSensor cAMP luminescence, 1 h; Potency, µM (titrated, usually from 115 µM), for inactives: at the top dose activation, actives largely listed as activators; hit rate 0.075% among 410,000; AID 743266; note: potency is the fitted concentration of half-maximal effect; nearly all actives have a fitted effect of over 55% in size; some results filed as inactive show a strong effect at the top dose; inactives centre near -15; many of its hits are not listed in these tables
# Target sequence (Q03431 whole entry, looked up): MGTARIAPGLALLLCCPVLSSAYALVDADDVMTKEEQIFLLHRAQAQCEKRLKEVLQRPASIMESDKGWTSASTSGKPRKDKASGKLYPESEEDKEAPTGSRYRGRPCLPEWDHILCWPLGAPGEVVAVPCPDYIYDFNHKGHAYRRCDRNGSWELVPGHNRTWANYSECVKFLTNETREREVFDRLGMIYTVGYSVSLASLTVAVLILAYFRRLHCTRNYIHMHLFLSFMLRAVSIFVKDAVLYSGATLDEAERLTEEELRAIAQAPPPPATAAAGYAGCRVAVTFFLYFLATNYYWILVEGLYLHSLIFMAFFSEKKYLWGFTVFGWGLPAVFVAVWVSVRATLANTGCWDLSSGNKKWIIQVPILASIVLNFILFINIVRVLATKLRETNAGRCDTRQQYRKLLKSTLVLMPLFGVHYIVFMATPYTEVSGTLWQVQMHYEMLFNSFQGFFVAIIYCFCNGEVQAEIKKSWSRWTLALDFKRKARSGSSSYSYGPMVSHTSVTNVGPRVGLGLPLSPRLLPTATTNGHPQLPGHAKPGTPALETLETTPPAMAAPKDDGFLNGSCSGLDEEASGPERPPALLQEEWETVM
#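 HEK-293-derived GP2 cells expressing PTHR1 and a GloSensor cAMP reporter, 3,000/well, plated overnight, given luciferin plus IBMX (each 0.5 mM as added) for 1 h at 37 °C, then compound for 1 h at 37 °C. Luminescence was read after 15 min at room temperature.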
# Numbers without * were called inactive; i = inactive; ? = inconclusive; · = no result given; [ ] = dose if it differs, or a comment. Unless noted, calls come from the whole dose curve; as a rule, active = well fitted curve in the direction sought with a large enough effect; inconclusive = small, poorly fitted or top-dose-only effect, or another doubt; inactive = no such curve, though single readings can be large; an effect the other way counts as inactive or inconclusive. This is a subset, so the mix of outcomes need not match the whole.
SMILES,GLP1R cytotox,FUS suppressor,pAkt inh,Mm-Cpn inhibitor,TDP43 rescue,GLP1R inv ag,Abeta yeast res,aSyn yeast inh,PTHR1 agonist
CCN(CC)c1ccc([C@H]2[C@@H]3CCCC[C@]3(O)CCN2CC(=O)NCc2ccco2)cc1,-4%,5%,i,3%,-9%,?,8%,2%,-6%
Cc1ccsc1C(=O)N1CCC1(C)C(=O)NS(=O)(=O)c1ccc(C#N)cc1 (stereo not given),-19%,-21%,i,·,16%,0%,-7%,7%,-51%[inhibitor]
CCNC(=O)CCc1nc(-c2ccc(C(C)(C)C)cc2)no1,-2%,15%,i,-2%,14%,7.9µM*,-7%,-3%,-17%[57.5 µM]
O=C(Nc1ccc(Br)cc1)c1cccc(N2C(=O)C3C4CCC(C4)C3C2=O)c1 (stereo not given),-15%,·,i,0%,7%,?,22%,?,-20%
N#Cc1ccc(OCC(=O)N2CCN(S(=O)(=O)c3ccc(Cl)s3)CC2)cc1,-22%,28%,i,-1%,19%,?,-10%,7%,-39%[inhibitor]
COc1ccncc1-c1ccc(C2=CC(=O)CC(C)(C)C2=O)cc1,-18%,45%,i,·,14%,0%,0%,2%,i
O=C(C1=C(O)C(=O)N(CCN2CCOCC2)C1c1cccc(Br)c1)c1cc2ccccc2o1 (stereo not given),-10%,?,i,-26%,5%,-18%,·,7%,i
CCN1C(=O)/C(=C/C2=Cc3ccccc3OC2C)SC1=S (stereo not given),3%,-9%,i,-6%,9%,11%,4%,0%,-20%
CN1C(=S)N(c2cccnc2)C(=O)/C1=C\c1ccc(N(C)C)cc1,10µM*,?,i,2%,-10%[9.22 µM],?,-17%,-11%,-12%
Cc1c(Cl)cccc1NC(=O)C1=COCCO1,-5%,-6%,i,-20%,23%,-2%,-6%,-2%,i
Cc1ccc(S(=O)(=O)N2C(=O)CCC2C(=O)N2CCCCC2)cc1 (stereo not given),0%,-23%,i,1%,18%,7%,10%,-1%,-15%
Cc1cccc(C)c1-n1nnnc1C(C1CC1)N1CCN(C/C=C/c2ccccc2)CC1 (stereo not given),3%,3%,i,·,23%,?,5%,-1%,-18%
COc1ccc(-c2coc3c(C(=O)Nc4cccc(NS(C)(=O)=O)c4)cccc23)c(C)c1,-16%,?,i,·,?,?,-10%,-11%,-10%
O=C(COc1cc2oc(=O)c3c(c2cc1Cl)CCC3)NCc1ccccn1,17%,8%,i,-7%,-15%,3%,-3%,-6%,-11%
COCCN1CCN(c2c(C)c(C)nc3cc(-c4cccc(OC)c4)nn23)CC1,25%,-71%,i,·,-18%,65%[activator],-3%,11%,?
Cc1nn(-c2ccccc2)c2nc(-c3ccncc3)cc(C(=O)NCc3ccco3)c12,87%[activator],?,i,-3%,3%,?,-4%,15%,-26%[57.5 µM]
COc1cc(C)ccc1OCCCn1c(-c2ccc(Cl)cc2)nc2ccccc2c1=O,0%,-9%,·,·,25%,6%,-12%,·,i
COc1cccc(NC(=O)C2C3C=CC4(O3)C2C(=O)N(C2CC2)C4C(=O)NC2CCCCC2C)c1 (stereo not given),-17%,13%,i,0%,-11%,-20%,-5%,-8%,i
Cc1cc(Nc2cccc(Cl)c2)nc2ccc(NC(=O)COc3ccc(Cl)cc3)cc12,-2%,2%,·,·,15%,-21%,4%,·,-7%
COc1ccccc1N1CCN(CC(=O)Nc2cc(F)ccc2C)CC1,-16%,18%,i,-2%,-21%,?,4%,0%,-47%[inhibitor]

# In the list so far, these contain bromine:
SMILES,GLP1R cytotox,FUS suppressor,pAkt inh,Mm-Cpn inhibitor,TDP43 rescue,GLP1R inv ag,Abeta yeast res,aSyn yeast inh,PTHR1 agonist
O=C(Nc1ccc(Br)cc1)c1cccc(N2C(=O)C3C4CCC(C4)C3C2=O)c1 (stereo not given),-15%,·,i,0%,7%,?,22%,?,-20%
O=C(C1=C(O)C(=O)N(CCN2CCOCC2)C1c1cccc(Br)c1)c1cc2ccccc2o1 (stereo not given),-10%,?,i,-26%,5%,-18%,·,7%,i

# Going on with the list:
SMILES,GLP1R cytotox,FUS suppressor,pAkt inh,Mm-Cpn inhibitor,TDP43 rescue,GLP1R inv ag,Abeta yeast res,aSyn yeast inh,PTHR1 agonist
CC(=O)N1CCc2cc(Br)cc(S(=O)(=O)N3CCN(c4cccc(C(F)(F)F)c4)CC3)c21,15%,-4%,·,·,-8%,3%,-19%,·,-2%
O=C(COC(=O)CNC(=O)c1ccc(Cl)cc1Cl)Nc1ccc(N2CCOCC2)cc1,-1%,46%,i,-6%,-23%[0.397 µM],72%[activator],11%,0%,-24%
Nc1c(-c2ccccc2)c(CSc2nc3ccccc3[nH]2)nn1-c1ccc(C(=O)O)cc1,-1%,-18%,i,-11%,2%,8%,-23%,-1%,i
Cc1onc(-c2ccccc2Cl)c1C(=O)OCC(=O)N1CCC(C)CC1,1%,25%,i,1%,0%,?,4%,17%,-29%
CCCn1c(N)c(C(=O)CSc2nnc(C3CC3)n2Cc2ccccc2)c(=O)[nH]c1=O,-5%,11%,i,1%,3%,-6%,3%,2%,-4%
CCN1C(=O)c2ccccc2S(=O)(=O)c2ccc(C(=O)NCc3ccccc3OC)cc21,-17%,?,·,·,24%,-21%,9%,·,-31%[inhibitor]
COc1ccc(-n2c(Cc3cccn3C)nnc2SCC(=O)Nc2ccc(C)c(Cl)c2)cc1,-16%,?,i,-12%,0%,?,35%,20%,i
COc1cc(CNc2ccc3[nH]c(=O)[nH]c3c2)ccc1OCC(=O)NC(C)(C)C,14%,?,i,-1%,-4%,18%,-9%,2%,i
CCCCCCCCCCCC(=O)NC1CCS(=O)(=O)C1 (stereo not given),2%,30%,i,-2%,0%,3%,4%,7%,-11%
Clc1ccc(COn2c(-c3ccccc3)nc3ccccc32)cc1,3%,36%,i,1%,18µM*,?,-9%,-19%,i
CCOC(=O)[C@@H]1[C@H]2COc3cc(OC)ccc3[C@H]2N2C(=O)N(c3ccc(Br)cc3)C(=O)[C@]12C,-17%,?,i,0%,29%,-8%,6%,5%,-2%
COc1ccc(CCNc2oc(Cc3ccccc3)nc2C#N)cc1OC,3%,7%,i,0%,13%,4%,3%,1%,-20%[57.5 µM]
O=C(COC(=O)c1ccc(O)cc1)Nc1ccc(S(=O)(=O)N2CCCC2)cc1,7%,16%,i,-1%,16%,4%,-1%,-5%,-62%[inhibitor]
CCCCC(c1nnnn1Cc1ccco1)N1CCN(c2nc3ccccc3s2)CC1 (stereo not given),-5%,41%,i,-2%,?,7.1µM*,-10%,?,-8%[57.5 µM]
O=C(COC(=O)Cn1nc(-c2ccccc2)oc1=O)Nc1ccc(F)cc1,-2%,·,i,-1%,27%,6%,9%,8%,-22%
O=C(O)c1nc2nc(Cl)c(Cl)nc2[nH]1,7%,-31%,i,1%,-2%,4%,-5%,-6%,i
CCC(C(=O)NCCc1ccc(SC)cc1)n1nc(C)c2c(C)n(-c3ccc(C)cc3)nc2c1=O (stereo not given),-9%,42%,·,·,6%,?,7%,·,-14%
COC(=O)c1ccc(NC(=O)COc2ccccc2OC)cc1,-2%,-23%,i,0%,9%,9%,-3%,-3%,i
N#Cc1cccc(NC(=O)c2cc(C3CCCCN3C(=O)c3cccs3)on2)c1 (stereo not given),1%,33%,i,·,?,23%,5%,1%,-30%
Cc1ccc(C(=O)Nc2cccc(-c3cn4ccccc4n3)c2)cc1,-23%,14%,i,4%,-5%,-20%,-5%,-18%,-21%
CCOc1ccc(S(=O)(=O)N2CCCC(C(=O)NCc3ccccn3)C2)cc1 (stereo not given),12%,-15%,i,0%,8%,1%,-5%,-2%,-8%
Cc1cc(C)cc(OCC(=O)Nc2cc(C)on2)c1,-4%,19%,i,1%,23%,3%,14%,-2%,i
COc1ccc(CNC(=O)CN(C(=O)CCC(=O)Nc2nccs2)c2ccc3c(c2)OCO3)cc1,-7%,-13%,i,-10%,-1%,26%,-1%,-4%,0%
CCOC(=O)C1(C)CCN1C(=O)c1ccc(OC)cc1OC (stereo not given),-5%,-8%,i,·,8%,15%,-12%,-5%,i
CCCCOC(=O)c1ccc(NC(=O)CN2C(=O)NC3(CCCCCC3)C2=O)cc1,-21%,?,i,-2%,15%,?,36%,9%,-49%[inhibitor]
O=C(NCc1ccccc1)c1ccc(C2SCC(=O)N2Cc2ccccc2)cc1 (stereo not given),-7%,22%,i,2%,-2%,10µM*,10%,8%,-20%[57.5 µM]
Cc1occc1C(=O)Nc1ccc2c(c1)OCO2,-17%,11%,i,2%,-8%,16%,-18%,-12%,-2%[57.5 µM]
COc1ccc(CCC(C)N(C)Cc2ccccc2)cc1 (stereo not given),12%,-14%,i,0%,2%,?,-9%,-4%,i
COc1cc(OC)cc(-c2nnc(SCC(=O)N(C(C)C)C(C)C)o2)c1,-9%,11%,i,0%,-7%,0%,-1%,12%,i
CN(C)c1cc[n+](CC(=O)c2ccc(OC(F)F)cc2)cc1,-27%,-4%,i,-2%,-9%,-4%,0%,2%,i
CCC(C(=O)NC(C)(C)C)n1c(-c2ccccc2)nc2ccccc21 (stereo not given),-3%,6%,i,·,?,-19%,8%,0%,i
COc1cc(OC)cc(C(=O)NC(C(=O)NCc2ccccn2)C(C)C)c1 (stereo not given),10%,-6%,i,0%,16%,8%,-3%,2%,-4%
